USP2a inh: blocks human ubiquitin-specific protease USP2a. Potency, µM (titrated, usually from 38.3 µM), for the others: at the highest dose activity change, negative = inhibition, hits mostly inhibitors. 0.01% of 330,000 active. USP2 core, Ub-CHOP2 coupled fluorogenic reporter, 485/531;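 further: potency means the concentration at half of the fitted maximal effect; plate controls were DMSO wells for no effect and full inhibition by NEM control for full effect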
Target sequence (O75604 whole entry, looked up): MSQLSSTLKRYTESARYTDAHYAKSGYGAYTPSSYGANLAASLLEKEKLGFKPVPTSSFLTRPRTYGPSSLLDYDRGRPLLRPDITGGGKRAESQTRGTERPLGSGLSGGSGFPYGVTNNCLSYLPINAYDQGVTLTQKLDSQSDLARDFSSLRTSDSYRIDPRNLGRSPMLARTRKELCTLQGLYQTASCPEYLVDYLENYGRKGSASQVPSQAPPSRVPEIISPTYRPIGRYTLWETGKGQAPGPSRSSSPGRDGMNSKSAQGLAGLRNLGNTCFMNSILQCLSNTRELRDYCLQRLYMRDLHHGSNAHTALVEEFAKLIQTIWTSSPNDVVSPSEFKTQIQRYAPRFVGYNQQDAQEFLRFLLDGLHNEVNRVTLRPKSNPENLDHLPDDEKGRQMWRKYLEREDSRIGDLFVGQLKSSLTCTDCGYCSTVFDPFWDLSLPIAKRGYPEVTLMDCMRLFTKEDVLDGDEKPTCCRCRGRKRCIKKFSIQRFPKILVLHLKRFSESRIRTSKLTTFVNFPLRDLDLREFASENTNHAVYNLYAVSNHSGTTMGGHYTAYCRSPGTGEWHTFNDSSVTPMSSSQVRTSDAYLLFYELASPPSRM
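Deubiquitinase activity read as fluorescence (485/531 nm) after Ub-CHOP2 cleavage activates the enterokinase reporter on its substrate; USP2 core 10nM, Ub-CHOP2 and substrate 25nM each, 30min compound preincubation then 60min RT; data normalized to NEM, curves fitted.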
PTAP TSG101 blk: blocks PTAP/TSG101 interaction to inhibit HIV-1 budding; Fluorescence polarization, FITC-PTAP peptide / Tsg101 binding; Potency, µM (doses to about 115 µM), for the others: at the highest dose activity change, negative = inhibition, usual class: inhibitors; 340,000 tested, under 10 active; AID 493005; active means well fitted inhibition curve with a large enough effect in the main read-out, with a control signal flat, not every such curve was filed as active; inconclusive means small, poorly fitted or top-dose-only effect, or effect the other way, or a change in a side signal; inactive means no such curve, though single readings can be large or run the other way; further: potency means the concentration at half of the fitted maximal effect; % of control where 0% means no effect
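FP read-out: FITC-PTAP peptide, 50 nM final, binding Tsg101 binding domain, 10 uM final; 20 min, r.t.; 10 mM HEPES pH 7.5, 0.15 M NaCl, 0.01% Tween 20, 3 mM EDTA, 0.1 mM TCEP.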
ELG1 DNA repair: inhibitors of ELG1-dependent DNA repair in HEK293T cells; HEK293T ELG1-luciferase reporter, luminescence, 16 h; DNA damage induced by 5-fluorouridine; Potency, µM (titrated, usually from 46.1 µM), for the others: top-dose activity change, negative = inhibition, hits mostly inhibitors; 2.3% of 330,000 active; further: potency means the concentration at half of the fitted maximal effect; on the % scale 0 is the no-effect control and ±100 the full control effect; nearly all actives have a fitted effect of over 55% in size
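Overnight (16 hr) co-exposure of 2,000 cells/well to 5-fluorouridine and compound at 37 °C preceded detection. Luciferase was quantified via ONE-Glo luminescence; loss of signal denotes inhibition.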
B2AR arrestin: recruits beta-arrestin to the human beta2-adrenergic receptor; Potency, µM (top dose mostly 46.1 µM), for the others: top-dose activation, actives largely listed as activators; beta-arrestin recruitment to beta2AR, cell-based reporter; P07550; 0.02% of 330,000 active;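 further: potency means the concentration at half of the fitted maximal effect; 0% = DMSO controls and full agonism = EC100 isoproterenol or metaproterenol; nearly all actives have a fitted effect of over 65% in size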
Tb PFK block: inhibitors of T. brucei phosphofructokinase; O15648; T. brucei PFK, ADP-Glo luminescence; Potency, µM (top dose mostly 57.5 µM), for inactives: at the highest dose activity, negative = inhibition, usual class: inhibitors; 0.17% of 330,000 active; AID 485367;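 further: potency means the concentration at half of the fitted maximal effect; 0% = uninhibited 1x PFK enzyme wells and -100% = no-enzyme wells; nearly all actives have a fitted effect of over 60% in size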
Target sequence (O15648 whole entry, looked up): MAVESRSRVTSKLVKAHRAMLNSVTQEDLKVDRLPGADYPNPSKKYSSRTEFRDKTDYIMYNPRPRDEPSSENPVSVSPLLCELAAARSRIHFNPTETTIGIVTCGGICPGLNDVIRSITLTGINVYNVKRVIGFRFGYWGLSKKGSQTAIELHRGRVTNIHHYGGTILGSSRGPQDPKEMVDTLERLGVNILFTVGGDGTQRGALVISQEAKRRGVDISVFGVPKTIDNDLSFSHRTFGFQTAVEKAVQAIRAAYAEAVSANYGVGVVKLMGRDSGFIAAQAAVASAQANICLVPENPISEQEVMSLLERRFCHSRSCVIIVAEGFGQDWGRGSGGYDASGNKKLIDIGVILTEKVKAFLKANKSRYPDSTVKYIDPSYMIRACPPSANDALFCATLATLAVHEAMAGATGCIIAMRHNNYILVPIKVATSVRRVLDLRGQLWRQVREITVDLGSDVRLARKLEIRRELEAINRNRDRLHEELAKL
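Activity is normalized to no-enzyme wells (full inhibition) and 1.25 nM enzyme wells (no inhibition). Reaction: 0.5 mM F6P, 0.1 mM ATP, 45 min RT, ADP-Glo luminescence; concentration-response curves fitted and classed by quality.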
Mito fusion act: blocks mitochondrial division or promotes mitochondrial fusion; S. cerevisiae fusion-defective mutant growth rescue, CellTiterGlo 48 h; Potency, µM (titrated, usually from 46.1 µM), without a hit: at the highest dose growth rescue (activation), most hits filed as activators; 0.23% of 320,000 active;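 further: potency means the concentration at half of the fitted maximal effect; % of control where 0% means no effect; nearly all actives have a fitted effect of over 45% in size; temperature-sensitive fusion mutants such as fzo1-1 at 37 °C on non-fermentable ethanol glycerol medium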
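S. cerevisiae fusion-defective temperature-sensitive mutants (e.g. fzo1-1, mgm1-5) grown 48 h at 37C in YPEG (ethanol/glycerol non-fermentable) medium with 23 nl compound per well; growth rescue read as CellTiterGlo luminescence.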
TSHR antag: antagonists of human thyroid stimulating hormone receptor; 0.2% of 330,000 active; activity change, negative = inhibition, % at 11.5 µM; AID 504810; TSHR-expressing cells, TSH-stimulated cAMP HTRF, 2 h; active compounds read low;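 active means activity change below a set negative limit, meaning inhibition stronger than a set level, cut at about -70% in these data; inconclusive means activity change between two set negative limits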; further: on the % scale 0 is the no-effect control and ±100 the full control effect
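TSHR-expressing cells, 200/well, pre-treated with compound, then stimulated with EC80 TSH (4nM final) for 2 hours at 37 deg C. cAMP measured by competitive HTRF: anti-cAMP cryptate antibody in lysis buffer plus cAMP-d2, read after 30 minutes at room temperature.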
uPA surface inh: cell surface uPA generation inhibition; cell surface uPA generation assay, qHTS; Potency, µM (series often up to 38.3 µM), for the others: at the top dose activity change, negative = inhibition, usual class: inhibitors; 0.31% of 330,000 active; AID 540303; active means well fitted inhibition curve with a large enough effect; inconclusive means small, poorly fitted or top-dose-only effect; inactive means no such curve, though single readings can be large or run the other way; tested in mouse RAW 264.7 cells; further: potency means the concentration at half of the fitted maximal effect; on the % scale 0 is the no-effect control and ±100 the full control effect; nearly all actives have a fitted effect of over 55% in size
BCR signal inh: inhibitors of chronic active B-cell receptor signaling. 0.05% of 340,000 active. Potency, µM (titrated, usually from 46.1 µM), for the others: at the top dose ratio change, negative = lower green/red ratio, hits mostly inhibitors. AID 493014. ABC-DLBCL IkBa-CBG/CBR reporter, luminescence ratio, 4 h; active means well fitted inhibition curve with a large enough effect in the signal ratio, with a control signal flat, not every such curve was filed as active; inconclusive means small, poorly fitted or top-dose-only effect, or effect the other way, or a change in a side signal; the % refers to the signal ratio;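 further: potency means the concentration at half of the fitted maximal effect; plate controls were basal doxycycline-induced cells for no effect and cells given 10 µM MG132 for full effect; MG132 reads +100%, hits lower the ratio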
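Doxycycline induced both beetle luciferases in TMD8 lymphoma cells; IKK-driven degradation limits the IkappaBalpha-fused green signal, while red luminescence normalises for cell number and nonspecific effects. Compounds tested up to 46 uM, 4 hrs.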
TCR activator: T cell receptor activation; AID 504894; 330,000 tested, under 10 active; Potency, µM (top dose mostly 9.22 µM), for the others: at the top dose activation of IL-2 secretion, hits mostly activators; primary human leukocytes, anti-CD3, IL-2 HTRF, 48 h; further: % of control where 0% means no effect
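Using a-CD3 beads without co-stimulation, primary human leukocytes were exposed to compounds for 48 hr. An HTRF IL-2 kit measured the cytokine, with europium-to-d2 energy transfer producing emission at 665nm upon 320nm excitation.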
Eya2 inh: blocks the phosphatase activity of human Eya2 | 0.006% of 330,000 active | recombinant Eya2, OMFP fluorescence dephosphorylation (OMFP is methylfluorescein phosphate) | O00167 | AID 488837 | Potency, µM (highest dose often 76.9 µM), for inactives: top-dose activity, negative = inhibition, most hits filed as inhibitors; further: potency means the concentration at half of the fitted maximal effect; on the % scale 0 is the no-effect control and ±100 the full control effect
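Eya2 (0.2 uM) preincubated 10 min at ambient with compound, then OMFP substrate added at 50 uM; 10 min reaction in 50 mM HEPES pH 7.5, 50 mM NaCl, 5 uM MgCl2, 0.05% BSA, 1 mM DTT. Fluorescence read at Ex 485/Em 525 nm.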
The depositor's hits bear a star; ? = inconclusive; · = not tested or not shown; [ ] = dose if it differs, or a comment. Unless noted, the call rests on the fitted dose curve; in most records, active means well fitted curve in the direction sought with a large enough effect; inconclusive means small, poorly fitted or top-dose-only effect, or another doubt; inactive means no such curve, though single readings can be large; an effect the other way counts as inactive or inconclusive.

1) Cc1cc(C)c2sc(N(CCCN(C)C)C(=O)c3ccc(S(=O)(=O)N4CCCc5ccccc54)cc3)nc2c1
2) CCOC(=O)c1cc(-c2ccccc2)sc1NC(=O)c1ccc(OC)cc1
3) CCCc1cc(=O)[nH]c(SCc2cc(Cl)ccc2OC(F)F)n1
4) COc1ccc(C(=O)NNC(=O)c2ccccn2)cc1
5) O=C(c1c(O)c2ccccc2oc1=O)C1CCCCC1
6) CN(C)CCCNC(=O)c1cc(C(=O)c2ccccc2F)c[nH]1
7) CCC(C(=O)N1CCCC1)n1nc(C)c2c(C)n(-c3ccccc3)nc2c1=O (configuration not stated)
8) COc1ccc(NC2c3ccccc3C(=O)N2c2cccnc2)cc1Cl (configuration not stated)
9) Cc1ccc(C(=O)COC(=O)c2nc3nccc(C)n3n2)c(C)c1
10) Cc1cc(NC(=O)c2sccc2C)n(-c2cccc(Cl)c2)n1

assay / entry,1,2,3,4,5,6,7,8,9,10
USP2a inh,0%,-1%,5%,-1%,-1%,-1%,-1%,1%,3%,-4%
PTAP TSG101 blk,-4%,-2%,-16%,-6%,-6%,0%,-5%,1%,-3%,-4%
ELG1 DNA repair,-10%,11%,-4%,?,-8%,-6%,15%,13%,11%,?
B2AR arrestin,-0.2%,-0.1%,-1.7%,-0.6%,-0.3%,2.5%,0.2%,-0.4%,-0.5%,-0.5%
Tb PFK block,-2%,-15%,-3%,15µM*,0%,3%,1%,3%,-13%,0%
Mito fusion act,-37%[inhibitor],3%,16%,-1%,2%,7%,-4%,-5%,0%,14%
TSHR antag,-7,31,9,-3,-4,-5,8,-3,1,-3
uPA surface inh,?,-4%,-5%,3.2µM*,·,-6%,-2%,-4%,3%,0%
BCR signal inh,-15%,-5%,0%,?,?,0%,2%,-4%,?,1%
TCR activator,1%,0%,·,0%[46.1 µM],3%,-3%,0%,0%[46.1 µM],3%,3%
Eya2 inh,-19%,-6%,-7%,3%,11%,9%,4%,4%,-1%,2%

11) COc1ccccc1NC(=O)COC(=O)c1ccc2ccccc2n1
12) Cc1ccc(S(=O)(=O)/N=C(/Nc2ccc(O)c(C(=O)O)c2)c2ccccc2)cc1
13) O=C(/C=C/c1ccco1)Nc1ccc(S(=O)(=O)N2CCOCC2)cc1
14) Cc1ccc2cc(CCNC(=O)C(C)C)c(=O)[nH]c2c1C
15) O=C(COC(=O)C1=COCCO1)Nc1cc(Cl)c(Cl)cc1Cl
16) COc1cc(C(C(=O)NC2CCCC2)N(Cc2ccccc2)C(=O)c2snc(C(N)=O)c2N)ccc1O (configuration not stated)
17) O=C(COC(=O)c1cc([N+](=O)[O-])ccc1N1CCOCC1)Nc1ncc(Cl)cc1Cl
18) Cc1cc(-c2c(C(=O)N3CCOCC3)c(C)nn2-c2ccccc2)no1
19) COc1cc(NC(=O)CN2CCN(Cc3ccc4c(c3)OCO4)CC2)cc(OC)c1
20) Cc1ccccc1-c1nnn(CC(=O)c2ccc(S(=O)(=O)N3CCCC3)cc2)n1

assay / entry,11,12,13,14,15,16,17,18,19,20
USP2a inh,-3%,3%,-1%,5%,4%,0%,0%,15%,0%,-1%
PTAP TSG101 blk,2%,-2%,1%,-3%,-1%,-5%,-7%,-1%,0%,-3%
ELG1 DNA repair,-3%,13%,5%,?,?,?,?,-1%,23µM*,?
B2AR arrestin,?,-0.3%,0.0%,-0.3%,0.2%,0.3%,0.4%,-0.4%,0.1%,0.0%
Tb PFK block,0%,0%,-1%,-2%,0%,0%,-7%,4%,-1%,3%
Mito fusion act,·,-3%,-5%,0%,·,-5%,-1%,1%,-6%,17%
TSHR antag,38,8,-7,1,-19,7,4,18,-3,-4
uPA surface inh,1%,6%,-5%,-3%,-1%,0%,-6%,-8%,1%,1%
BCR signal inh,-6%,5%,6%,-5%,?,4%,3%,5%,18%,3%
TCR activator,2%,10%,0%,-3%[46.1 µM],0%,24%,-15%,-13%,4%,·
Eya2 inh,3%,7%,2%,4%,-39%,-5%,-11%,-28%,-3%,-4%

Looked up one by one from the entries so far (two):
15) O=C(COC(=O)C1=COCCO1)Nc1cc(Cl)c(Cl)cc1Cl
13) O=C(/C=C/c1ccco1)Nc1ccc(S(=O)(=O)N2CCOCC2)cc1

assay / entry,15,13
USP2a inh,4%,-1%
PTAP TSG101 blk,-1%,1%
ELG1 DNA repair,?,5%
B2AR arrestin,0.2%,0.0%
Tb PFK block,0%,-1%
Mito fusion act,·,-5%
TSHR antag,-19,-7
uPA surface inh,-1%,-5%
BCR signal inh,?,6%
TCR activator,0%,0%
Eya2 inh,-39%,2%

Continuation:
21) COc1cc(NC(=O)c2cnn3c(C)cc(C)nc23)c(OC)cc1Cl
22) O=C(c1n[nH]c(=O)c2ccccc12)N1CCN(C2c3ccccc3-c3ccccc32)CC1
23) CC(C)Cn1cc(C(=O)NCCCN2CCCC2=O)c2c3ccccc3n(C)c2c1=O
24) COC(=O)C(COC(=O)c1c(F)cccc1F)NC(=O)c1c(F)cccc1F (configuration not stated)
25) COc1cccc(C2c3[nH]c4ccccc4c3C[C@H]3C(=O)N(CCCCCO)CC(=O)N23)c1 (some centres not stated)
26) Cc1nnc(NC(=O)c2ccc(S(=O)(=O)N3CCc4ccccc4C3)cc2)o1
27) O=C1C=CC(=C(c2ccc(O)cc2)c2ccc(O)cc2)C=C1
28) O=C(Cn1c(=O)oc2ccccc21)c1ccccc1
29) CC(Sc1nnnn1C)C(=O)Nc1ccccc1-c1ccccc1 (configuration not stated)
30) COc1ccc(-c2nnc(NC(=O)CS(=O)(=O)c3ccc(F)cc3)o2)cc1

assay / entry,21,22,23,24,25,26,27,28,29,30
USP2a inh,0%,1%,-1%,5%,4%,3%,4%,7%,0%,-2%
PTAP TSG101 blk,2%,-11%,-5%,-1%,-5%,-8%,-2%,-2%,1%,-1%
ELG1 DNA repair,8%,?,-8%,4%,-11%,?,13µM*,0%,-1%,16%
B2AR arrestin,-0.1%,0.8%,-0.1%,0.1%,0.4%,-0.3%,-0.2%,-0.5%,-0.2%,-0.3%
Tb PFK block,2%,-6%,-2%,14%,1%,-5%,-20%,-2%,-5%,17%
Mito fusion act,6%,7%,-1%,-9%,-2%,-6%,1%,4%,-1%,3%
TSHR antag,-9,-4,-12,-2,5,-5,-2,0,7,·
uPA surface inh,-2%,-2%,·,?,-7%,-17%,2µM*,-3%,-5%,-1%
BCR signal inh,?,-7%,?,0%,-6%,-6%,?,-6%,-1%,4%
TCR activator,2%,0%,-2%,6%,6%,-1%,8%,-2%,-2%,-2%
Eya2 inh,9%,-5%,4%,?,3%,5%,9%,1%,-7%,-15%

31) FC(F)(F)c1cc(Oc2ccccc2)nc(-c2ccccn2)n1
32) CCN1C(=O)C(=O)N(CC(=O)c2[nH]c(C)c(C(C)=O)c2C)C1=O
33) COc1cccc(OC)c1C(=O)Nn1c(C2CCC2)nc2ccccc2c1=O
34) CCN(c1cccc(C)c1)S(=O)(=O)c1ccc2c(c1)NC(=O)CCS2

assay / entry,31,32,33,34
USP2a inh,1%,1%,2%,2%
PTAP TSG101 blk,-3%,-4%,-8%,-1%
ELG1 DNA repair,2%,12%,4%,-3%
B2AR arrestin,-0.2%,0.0%,-0.9%,-0.1%
Tb PFK block,1%,-1%,9%,1%
Mito fusion act,-8%,-2%,-6%,-2%
TSHR antag,-22,-3,21,-6
uPA surface inh,·,-4%,·,5%
BCR signal inh,-5%,-1%,5%,-2%
TCR activator,-1%,5%,·,-2%
Eya2 inh,?,-5%,-13%,-7%

Some of these compounds in order of the uPA surface inh value, low to high:
No.	smiles	uPA surface inh
18	Cc1cc(-c2c(C(=O)N3CCOCC3)c(C)nn2-c2ccccc2)no1	-8%
8	COc1ccc(NC2c3ccccc3C(=O)N2c2cccnc2)cc1Cl (configuration not stated)	-4%
10	Cc1cc(NC(=O)c2sccc2C)n(-c2cccc(Cl)c2)n1	0%
19	COc1cc(NC(=O)CN2CCN(Cc3ccc4c(c3)OCO4)CC2)cc(OC)c1	1%
